Source: PubChem (National Center for Advancing Translational Sciences (NCATS))
Pol iota inh = qHTS for Inhibitors of Polymerase Iota; DNA polymerase iota (Homo sapiens), Q9UNA4; Pol iota fluorescent replication assay, 10 min; Potency, µM (series often up to 115 µM), inactives show at the highest dose activity, negative = inhibition, hits mostly inhibitors; hit rate 1% among 390,000; also: potency is read from the fitted curve at half-maximal effect
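Fluorescent replication assay read twice, at 0 min and 10 min after adding 50 nM (final) substrate. Enzyme (10 nM) and compounds were first incubated 15 min at room temperature; enzyme-free buffer wells were negative controls.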
POLH inh = qHTS for Inhibitors of Polymerase Eta | Potency, µM (titrated, usually from 114 µM), without a hit: top-dose activity change, negative = inhibition, hits mostly inhibitors | hit rate 1.2% among 390,000 | recombinant Pol eta, fluorescent DNA replication assay; also: potency is read from the fitted curve at half-maximal effect; % is scaled to controls: 0 for no effect and ±100 for the full control effect
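Pol eta (10 nM) was preincubated with compounds for 15 min at room temperature, after which fluorescent replication substrate (50 nM final) was added to start the reaction. Fluorescence was read kinetically at 0 and 10 min.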
RXFP1 antag = qHTS Assay for Antagonists of the Relaxin Receptor RXFP1. HEK293-RXFP1, relaxin-stimulated cAMP HTRF, 30 min; active compounds read low. activity change, negative = inhibition, % at 57.5 µM. AID 1259400, 2018. hit rate 0.59% among 350,000;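 active = activity change of -60% or lower, but not beyond a set lower limit; inconclusive = change between -60% and -40%, or beyond the set limit; inactive = change above -40%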; also: % is scaled to controls: 0 for no effect and ±100 for the full control effect
BLM helicase inh = qHTS Assay for Inhibitors of Bloom's syndrome helicase (BLM); recombinant BLM DNA unwinding, fluorescence dequenching; Potency, µM (top dose mostly 56.1 µM), inactives show top-dose activity change, negative = inhibition, usual class: inhibitors; hit rate 0.2% among 350,000;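 also: potency is read from the fitted curve at half-maximal effect; plate controls were vehicle for no effect and no enzyme for full effect; nearly all actives have a fitted effect of over 35% in size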
Target sequence (P54132 whole entry, looked up): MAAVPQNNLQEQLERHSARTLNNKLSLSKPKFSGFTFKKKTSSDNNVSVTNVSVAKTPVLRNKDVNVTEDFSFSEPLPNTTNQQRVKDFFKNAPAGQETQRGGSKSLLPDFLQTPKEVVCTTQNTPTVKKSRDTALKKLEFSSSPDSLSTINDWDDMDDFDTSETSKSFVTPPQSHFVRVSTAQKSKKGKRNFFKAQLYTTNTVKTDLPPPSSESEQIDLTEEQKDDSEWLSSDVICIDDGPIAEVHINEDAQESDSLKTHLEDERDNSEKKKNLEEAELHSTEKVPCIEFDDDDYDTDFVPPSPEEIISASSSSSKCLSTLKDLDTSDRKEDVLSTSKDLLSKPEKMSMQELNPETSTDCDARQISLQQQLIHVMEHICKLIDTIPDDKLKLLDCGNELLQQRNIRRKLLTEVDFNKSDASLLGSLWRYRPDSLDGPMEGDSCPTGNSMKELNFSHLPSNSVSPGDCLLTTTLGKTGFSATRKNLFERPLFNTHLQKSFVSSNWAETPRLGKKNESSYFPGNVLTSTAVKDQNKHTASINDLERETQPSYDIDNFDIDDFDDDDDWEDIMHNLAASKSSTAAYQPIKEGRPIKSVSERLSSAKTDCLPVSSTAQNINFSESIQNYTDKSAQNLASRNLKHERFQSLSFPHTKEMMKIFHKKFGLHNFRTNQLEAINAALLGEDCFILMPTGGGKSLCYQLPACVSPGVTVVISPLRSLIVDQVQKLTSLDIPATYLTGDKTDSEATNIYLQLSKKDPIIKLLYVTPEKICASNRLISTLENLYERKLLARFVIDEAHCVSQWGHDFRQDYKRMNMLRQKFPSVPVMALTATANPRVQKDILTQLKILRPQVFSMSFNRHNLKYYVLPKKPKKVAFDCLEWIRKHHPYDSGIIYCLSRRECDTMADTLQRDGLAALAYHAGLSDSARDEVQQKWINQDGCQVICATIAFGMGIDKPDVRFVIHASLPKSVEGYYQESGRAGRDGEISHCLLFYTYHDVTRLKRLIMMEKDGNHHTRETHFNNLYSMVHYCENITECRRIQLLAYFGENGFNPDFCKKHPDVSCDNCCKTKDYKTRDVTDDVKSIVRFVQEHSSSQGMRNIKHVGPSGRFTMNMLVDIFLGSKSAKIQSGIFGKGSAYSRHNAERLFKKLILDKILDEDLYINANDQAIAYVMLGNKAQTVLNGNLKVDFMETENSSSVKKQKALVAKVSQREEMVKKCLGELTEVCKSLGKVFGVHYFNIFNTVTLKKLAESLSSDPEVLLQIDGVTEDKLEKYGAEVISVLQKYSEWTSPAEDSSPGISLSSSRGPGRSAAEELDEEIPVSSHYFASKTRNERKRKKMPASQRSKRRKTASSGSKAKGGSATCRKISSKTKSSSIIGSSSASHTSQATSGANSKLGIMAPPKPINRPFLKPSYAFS
APE1 inh = qHTS Assay for Inhibitors of the Human Apurinic/apyrimidinic Endonuclease 1 (APE1). Potency, µM (top dose mostly 65.8 µM), without a hit: at the highest dose activity change, negative = inhibition, usual class: inhibitors. recombinant APE1, TAMRA/BHQ-2 abasic DNA cleavage fluorescence. AID 2517, 2012. hit rate 0.35% among 350,000. DNA repair nuclease/redox regulator APEX1 (Homo sapiens), P27695;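 also: potency is read from the fitted curve at half-maximal effect; plate controls were vehicle for no effect and reference inhibitor for full effect; nearly all actives have a fitted effect of over 55% in size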
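Incision of a quenched TAMRA/BHQ-2 THF abasic-site duplex (50 nM) by 0.75 nM APE1, after 15 min compound preincubation, measured as fluorescence increase over three 60 s reads. Values normalized to buffer, DMSO and NSC13755 control wells.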
PGK inhibitor = qHTS Assay to Find Inhibitors of Phosphoglycerate Kinase. PGK/GAPDH coupled, Kinase-Glo luminescence, 60 min. hit rate 0.043% among 380,000. Phosphoglycerate kinase, glycosomal (Trypanosoma brucei brucei), P07378. Potency, µM (doses to about 57.5 µM), for the others: top-dose activity change, negative = inhibition, usual class: inhibitors; also: potency is read from the fitted curve at half-maximal effect; % is scaled to controls: 0 for no effect and ±100 for the full control effect; nearly all actives have a fitted effect of over 60% in size
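Luminescent ATP detection (Kinase-Glo Plus) follows a 60-minute room-temperature incubation, with wells lacking PGK as controls. Buffer: 100 mM TEA (pH 7.6), 5 mM MgCl2, 0.01% Tween-20. Coupling enzyme GAPDH (100 nM final) supplies unstable 1,3-BPG in-well.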
POLB inh = qHTS Assay for Inhibitors of DNA Polymerase Beta | hit rate 1.3% among 340,000 | P06746 | Potency, µM (series often up to 114 µM), without a hit: at the top dose activity change, negative = inhibition, hits mostly inhibitors | AID 485314, 2010 | Pol beta primer extension/strand displacement, fluorescence kinetic; also: potency is read from the fitted curve at half-maximal effect; % is scaled to controls: 0 for no effect and ±100 for the full control effect
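Pol beta (10 nM) was preincubated with compound for 15 min at room temperature. The reaction was then started with 50 nM substrate and read immediately and after a further 10 min at room temperature.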
Pol kappa inh = qHTS for Inhibitors of Polymerase Kappa | DNA polymerase kappa (Homo sapiens), Q9UBT6 | purified Pol kappa, fluorescent DNA synthesis assay, 10 min | Potency, µM (doses to about 107 µM), for inactives: top-dose activity, negative = inhibition, most hits filed as inhibitors | hit rate 0.53% among 400,000; also: potency is read from the fitted curve at half-maximal effect; % is scaled to controls: 0 for no effect and ±100 for the full control effect
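Enzyme at 10 nM met test compounds for 15 min at room temperature. Substrate addition (50 nM final) began the reaction, which was monitored by fluorescence at 0 and 10 min.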
Anesthetic bind = qHTS Assay for Identification of Novel General Anesthetics; Ferritin light chain (Equus caballus), P02791; apoferritin/1-aminoanthracene competitive binding, fluorescence; Potency, µM (top dose mostly 77.5 µM), without a hit: top-dose activity change, negative = displacement, usual class: inhibitors; hit rate 0.074% among 350,000; AID 485281, 2010; also: potency is read from the fitted curve at half-maximal effect; % is scaled to controls: 0 for no effect and ±100 for the full control effect; nearly all actives have a fitted effect of over 20% in size
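Probe: 1-aminoanthracene (50% saturated, PBS). Protein: horse-spleen apoferritin, 10 uM. Incubation: 10 min, room temperature. Detection: 380 nm excitation, 535 nm emission. Analysis: normalized response, four-parameter Hill.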
An asterisk follows results filed as active; [ ] = another dose, or the depositor's remark. Unless noted, calls follow the shape of the dose curve; as a rule, active = well fitted curve in the direction sought with a large enough effect; inconclusive = small, poorly fitted or top-dose-only effect, or another doubt; inactive = no such curve, though single readings can be large; an effect the other way counts as inactive or inconclusive. These rows are one share of the data; count on the stated rates, not on these rows.

Screening Cc1ccc(NC(=O)c2ccc(COc3ccc4c(c3)CCC4)cc2)c(C)c1 returned Pol iota inh 32%[activator], POLH inh -23%, RXFP1 antag -3, BLM helicase inh 1%, APE1 inh 1%, PGK inhibitor 1%, POLB inh 29%, Pol kappa inh -12% and Anesthetic bind 2%.
For CN(C)S(=O)(=O)c1ccc(C(=O)OCc2ccc([N+](=O)[O-])cc2)cc1 the results were Pol iota inh 7%, POLH inh -3%, RXFP1 antag 1, BLM helicase inh 2%, APE1 inh -6%, PGK inhibitor 0%, POLB inh 2%, Pol kappa inh -5% and Anesthetic bind inconclusive.
CCc1nn(CC(=O)NCCCN2CCN(C)CC2)c(=O)c2cc3sccc3n12 was read as Pol iota inh 6%, POLH inh -9%, RXFP1 antag 5, BLM helicase inh -13%, APE1 inh -1%, PGK inhibitor 0%, POLB inh 90%, Pol kappa inh -4% and Anesthetic bind -4%.
`C(=N\c1nc2ccccc2n1Cc1ccccc1)/c1cccs1` gave Pol iota inh 5%, POLH inh 11%, RXFP1 antag -2, BLM helicase inh 1%, APE1 inh 1%, PGK inhibitor -9%, POLB inh 45%, Pol kappa inh 1% and Anesthetic bind -12%.
Screening Cc1ccc(C(=O)CN2C(=O)NC3(CCCCCC3)C2=O)c(C)c1 returned Pol iota inh 5%, POLH inh -10%, RXFP1 antag -5, APE1 inh 2%, PGK inhibitor 9% and Pol kappa inh 1%.
Screening O=C(c1ccc(CS(=O)(=O)c2c(Cl)cccc2Cl)o1)N1CCCC1 returned Pol iota inh 1%, POLH inh 5%, BLM helicase inh -2%, APE1 inh 1%, PGK inhibitor -6%, POLB inh 18%, Pol kappa inh 1% and Anesthetic bind -10%.
Cc1cc(C)cc(NC(=O)c2ccc(NC(=O)C3C4CC5OC(=O)C3C5C4)cc2)c1 (stereo not given) was read as Pol iota inh 126%[activator], POLH inh -5%, RXFP1 antag 8, BLM helicase inh -10%, APE1 inh 1%, PGK inhibitor -3%, POLB inh 1%, Pol kappa inh -12% and Anesthetic bind -9%.
CCOc1ccccc1C1CC(c2ccc(Cl)cc2)Nc2nc(N)nn21 (stereo not given) was read as Pol iota inh 1%, POLH inh -3%, BLM helicase inh 0%, APE1 inh -2%, PGK inhibitor -6%, POLB inh 4%, Pol kappa inh -4% and Anesthetic bind 2%.
For CSc1ccc(C2=CC(=O)C[C@H](c3ccc4c(c3)OCO4)C2)cc1 the results were Pol iota inh -11%, POLH inh -7%, APE1 inh 14%, PGK inhibitor -9% and Pol kappa inh 19%.
`Cc1cc(F)cc(C)c1Cn1cnc2c(cnn2C(C)(C)C)c1=O` gave Pol iota inh 5%, POLH inh -5%, APE1 inh 39%, PGK inhibitor -4% and Pol kappa inh 5%.
Cc1ccnc(NS(=O)(=O)c2ccc(NC(=O)C3CCCCC3C(=O)O)cc2)n1 (stereo not given) was read as Pol iota inh 0%, POLH inh -4%, RXFP1 antag -4, BLM helicase inh 2%, APE1 inh 4%, PGK inhibitor -9%, POLB inh 2%, Pol kappa inh -6% and Anesthetic bind -9%.
For Cc1ccc2nc(SCCC(=O)O)cc(C)c2c1 the results were Pol iota inh -2%, POLH inh 5%, RXFP1 antag 22, BLM helicase inh 2%, APE1 inh 10%, PGK inhibitor -4%, POLB inh 19%, Pol kappa inh -3% and Anesthetic bind -6%.
Screening CC1CC(C)CN(S(=O)(=O)c2ccc(C(=O)OCC(=O)NCCN3C(=O)CSC3=O)cc2)C1 (stereo not given) returned Pol iota inh 8%, POLH inh -10%, RXFP1 antag -32, BLM helicase inh -3%, APE1 inh 14%, PGK inhibitor 4%, POLB inh -14%, Pol kappa inh -1% and Anesthetic bind -18%.
Screening O=C(O)c1cccc(Nc2c3ccccc3nc3ccccc23)c1 returned Pol iota inh 36%[activator], POLH inh -16%, RXFP1 antag -1, BLM helicase inh -6%, APE1 inh 2%, PGK inhibitor -2%, POLB inh 1%, Pol kappa inh -21% and Anesthetic bind 162%[activator].
`CN(CC(=O)Nc1c(Cl)cccc1Cl)C(=O)c1ccc2ccccc2n1` gave Pol iota inh 26%, POLH inh -15%, RXFP1 antag -12, APE1 inh 4%, PGK inhibitor -3% and Pol kappa inh -15%.
Screening Cc1cccc(C)c1NC(=O)C(=O)NCCc1c[nH]c2ccccc12 returned Pol iota inh 42%, POLH inh -29%, RXFP1 antag -31, BLM helicase inh -7%, APE1 inh 0%, PGK inhibitor 4%, POLB inh 4%, Pol kappa inh -9% and Anesthetic bind -12%.
For Cc1ccc(CN2C(=O)C(C)Nc3ncnc(N4CCOCC4)c32)cc1 (stereo not given) the results were Pol iota inh inconclusive, POLH inh -3%, APE1 inh -1%, PGK inhibitor -1% and Pol kappa inh -2%.
CCOc1ccc(CCNS(=O)(=O)c2c(C)nc3sc(C)cn3c2=O)cc1OCC was read as Pol iota inh 32%[activator], POLH inh -18%, RXFP1 antag -11, BLM helicase inh 3%, PGK inhibitor inactive, POLB inh 2%, Pol kappa inh 2% and Anesthetic bind -7%.
For OC(c1ccccc1)C(CN1CCOCC1)c1ccccc1 (stereo not given) the results were Pol iota inh inconclusive, POLH inh -15%, RXFP1 antag -11, BLM helicase inh 0%, APE1 inh -1%, PGK inhibitor -7%, POLB inh -4%, Pol kappa inh -6% and Anesthetic bind -7%.
For CC(=O)c1c(C)[nH]c(C(=O)OCC(=O)N(Cc2ccccc2)C(C)(C)C)c1C the results were Pol iota inh 17%, POLH inh -10%, RXFP1 antag -1, APE1 inh 7%, PGK inhibitor 0% and Pol kappa inh -8%.

Random excerpt: 2 entries already listed
For CC(=O)c1c(C)[nH]c(C(=O)OCC(=O)N(Cc2ccccc2)C(C)(C)C)c1C the results were Pol iota inh 17%, POLH inh -10%, RXFP1 antag -1, APE1 inh 7%, PGK inhibitor 0% and Pol kappa inh -8%.
Cc1ccnc(NS(=O)(=O)c2ccc(NC(=O)C3CCCCC3C(=O)O)cc2)n1 (stereo not given) was read as Pol iota inh 0%, POLH inh -4%, RXFP1 antag -4, BLM helicase inh 2%, APE1 inh 4%, PGK inhibitor -9%, POLB inh 2%, Pol kappa inh -6% and Anesthetic bind -9%.

(next part)
Screening COc1cccc(OC)c1C(=O)NC(=S)N1CCCCC1c1cccnc1 (stereo not given) returned Pol iota inh -6%, POLH inh -3%, BLM helicase inh -2%, APE1 inh 6%, PGK inhibitor 5%, POLB inh 6%, Pol kappa inh 5% and Anesthetic bind -7%.
`CC1=NN(c2ccc(C)cc2)C(=O)/C1=C\C=C\c1ccccc1` gave Pol iota inh 100%[activator], POLH inh inconclusive, RXFP1 antag -37, BLM helicase inh -15%, APE1 inh 11%, PGK inhibitor -2%, POLB inh -5%, Pol kappa inh -4% and Anesthetic bind -7%.
Screening COc1ccc(OC)c(S(=O)(=O)NCC(c2ccc(F)cc2)N2CCN(C)CC2)c1 (stereo not given) returned Pol iota inh 26%, POLH inh -12%, RXFP1 antag -1, APE1 inh -4%, PGK inhibitor -4% and Pol kappa inh -13%.
CCN(CC(=O)Nc1cc(Cl)ccc1C)C(=O)c1ccc(=O)n(Cc2ccccc2)n1 was read as Pol iota inh 18%, POLH inh -21%, RXFP1 antag -26, BLM helicase inh -5%, APE1 inh 56%[activator], PGK inhibitor inactive, POLB inh 22%, Pol kappa inh -6% and Anesthetic bind -10%.
CN(C)S(=O)(=O)c1cc(NC2CC(=O)N(c3ccc(F)cc3)C2=O)ccc1Cl (stereo not given) was read as Pol iota inh 19%, POLH inh -19%, RXFP1 antag 2, BLM helicase inh 1%, APE1 inh 3%, PGK inhibitor -6%, POLB inh 3%, Pol kappa inh -3% and Anesthetic bind -22%.
For COCCN1C(=O)C(=O)/C(=C(/O)c2ccc(S(=O)(=O)N3CCOCC3)cc2)C1c1cccc(Cl)c1 (stereo not given) the results were Pol iota inh 27%, POLH inh -5%, RXFP1 antag -9, BLM helicase inh 2%, APE1 inh 3%, PGK inhibitor -9%, POLB inh 1%, Pol kappa inh -22% and Anesthetic bind -1%.
For COc1ccc(CNN2CCCCC2C(=O)Nc2ccc(OC)c(OCC(C)C)c2)cc1OC (stereo not given) the results were Pol iota inh 32%, POLH inh -17%, RXFP1 antag 6, BLM helicase inh -2%, APE1 inh 0%, PGK inhibitor inactive, POLB inh 6%, Pol kappa inh -14% and Anesthetic bind 4%.
CCn1c(=S)sc2c(=O)n(CC(=O)Nc3cccc(Cl)c3)c(C)nc21 was read as Pol iota inh 3%, POLH inh -7%, RXFP1 antag -39, BLM helicase inh -5%, APE1 inh -11%, PGK inhibitor 3%, POLB inh 16%, Pol kappa inh -4% and Anesthetic bind -3%.
`CSCCC(NS(=O)(=O)c1ccc(C)cc1)C(=O)Nc1ccc(C)cn1` (stereo not given) gave Pol iota inh 12%, POLH inh 7%, RXFP1 antag inconclusive, APE1 inh 7%, PGK inhibitor -8% and Pol kappa inh -12%.
COC(=O)c1cc(S(=O)(=O)Nc2ccc(C)c(F)c2)c[nH]1 was read as Pol iota inh -5%, POLH inh -15%, BLM helicase inh -1%, APE1 inh 28%, PGK inhibitor -3%, POLB inh -9%, Pol kappa inh 3% and Anesthetic bind -16%.
`Cc1cc2c(cc1S(=O)(=O)NCc1ccccc1)NC(=O)CO2` gave Pol iota inh 46%[activator], POLH inh 0%, RXFP1 antag 32, APE1 inh 16%, PGK inhibitor inactive and Pol kappa inh 13%.
`Cc1ccccc1OCC(O)COc1ccccc1C` gave Pol iota inh 31%[activator], POLH inh -17%, RXFP1 antag -13, PGK inhibitor inactive and Pol kappa inh -19%.
For CN(C)S(=O)(=O)n1cc(/C=C(\NC(=O)c2ccccc2)C(=O)NCCN2CCOCC2)c2ccccc21 the results were Pol iota inh -10%, POLH inh -3%, RXFP1 antag 18, BLM helicase inh 1%, APE1 inh 0%, PGK inhibitor -7%, POLB inh 1%, Pol kappa inh -5% and Anesthetic bind -8%.
